Screening data: PubChem BioAssay, Broad Institute
KDM4C inh: inhibitors of GASC-1 (KDM4C) histone demethylase, primary screen, biochemical, single concentration HTS | Lysine-specific demethylase 4C (Homo sapiens), Q9H3R0 | GST-KDM4C 2-372, H3K9me3 peptide, LANCE TR-FRET | inhibition, % at 12.5 µM | actives 0.15% (n = 96,000) | AID 720574, 2013;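 active means mean replicate inhibition above about 25%, with at least 55% of replicates also reaching it, limit read from the data, passing the limit was not always enough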
Target sequence (Q9H3R0 2-372 limits assumed): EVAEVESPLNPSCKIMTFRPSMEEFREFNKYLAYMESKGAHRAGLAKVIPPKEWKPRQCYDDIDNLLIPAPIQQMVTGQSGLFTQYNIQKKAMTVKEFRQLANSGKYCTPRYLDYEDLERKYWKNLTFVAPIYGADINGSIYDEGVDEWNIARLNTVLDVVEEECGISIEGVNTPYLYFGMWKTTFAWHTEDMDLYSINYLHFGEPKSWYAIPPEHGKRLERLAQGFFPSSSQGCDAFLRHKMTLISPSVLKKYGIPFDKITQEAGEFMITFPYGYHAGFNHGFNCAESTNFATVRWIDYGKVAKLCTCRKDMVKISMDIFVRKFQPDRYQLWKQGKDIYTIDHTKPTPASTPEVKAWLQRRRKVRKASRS
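material = GST-tagged GASC-1 (JMJD2C) catalytic fragment, aa 2-372 | amount = enzyme final amount 10 nM | medium = HEPES buffer, pH 7.5, plus ascorbate | also added = H3K9me3 peptide substrate, Fe(II), 2-oxoglutarate | dosing = single dose | times = 30 min demethylation and 1 h detection at room temperature | detection = LANCE TR-FRET | read-out basis = Fall in 671/618 emission ratio as inhibition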
C diff HTS: C. difficile growth inhibitors, primary screen, HTS; Clostridium difficile clinical isolate growth, OD600, 24 h; hits give low values; actives 0.25% (n = 86,000); growth activity, negative = inhibition, % at 16 µg/mL (by protocol); AID 1259249, 2017;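 active means mean growth activity at or below -80% and every replicate also at or below -80%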;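 further: 0% = DMSO wells and -100% = levofloxacin 16 µg/mL wells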
T cruzi growth: T. cruzi intracellular proliferation inhibitors, primary screen, cell-based, beta-gal Tulahuen parasites, NIH3T3 host, luminescence; T. cruzi beta-gal in NIH3T3, GalScreen luminescence, 90 h; inhibition, % at 8.34 µM; actives 5.9% (n = 77,000);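 active means mean inhibition above about 93%, with at least 55% of replicates each passing it, limit read from the data, passing the limit was not always enough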
Pf Dd2 growth: P. falciparum Dd2 growth inhibitors, primary screen, SYBR Green fluorescence, single dose replicates. 72 h; hits give low values. actives 2.3% (n = 94,000). activity change, % at 10 µM; in the data active means activity change below about -80%
Starred values were filed as active, the others as inactive. Compounds as they come; overall some 6.8% were active at least once.

For O=C(C[C@H]1C[C@@H]2c3cc(NC(=O)C4CCC4)ccc3O[C@@H]2[C@H](CO)O1)NCCN1CCCCC1 the results were KDM4C inh 2.5, T cruzi growth -20 and Pf Dd2 growth 26.
For CCCNC(=O)[C@@H]1[C@@H](CO)[C@@H]2Cn3c(ccc(-c4ccc(F)cc4)c3=O)[C@H]1N2CCC the results were KDM4C inh 0.5, C diff HTS -1, T cruzi growth 52 and Pf Dd2 growth 14.
`C[C@H]1CN([C@@H](C)CO)C(=O)c2cc(C#CC3(O)CCCC3)cnc2O[C@@H]1CN(C)Cc1ccccc1` gave KDM4C inh 2.1, C diff HTS -3, T cruzi growth 94 and Pf Dd2 growth -20.
For COc1ccc(S(=O)(=O)Nc2cccc3c2O[C@@H](CN(C)C(=O)Nc2c(C)noc2C)[C@@H](C)CN([C@@H](C)CO)C3=O)cc1 the results were KDM4C inh -2.1, C diff HTS -4, T cruzi growth 89 and Pf Dd2 growth 0.
`C[C@@H]1CN([C@H](C)CO)S(=O)(=O)c2ccc(C#CC3CC3)cc2O[C@H]1CN(C)C(=O)C1CCCCC1` gave KDM4C inh -1.4, C diff HTS 21, T cruzi growth 84 and Pf Dd2 growth -51.
Screening C[C@H]1CN([C@@H](C)CO)C(=O)c2cccc(NS(=O)(=O)c3cn(C)cn3)c2O[C@@H]1CN(C)Cc1ccc2c(c1)OCO2 returned KDM4C inh 0.1, C diff HTS 0, T cruzi growth -62 and Pf Dd2 growth 63.
`C[C@@H]1CN([C@H](C)CO)C(=O)c2cccc(NC(=O)C3CCCCC3)c2O[C@@H]1CN(C)Cc1ccc(C(=O)Nc2ccccc2N)cc1` gave KDM4C inh -1.9, C diff HTS 3, T cruzi growth 70 and Pf Dd2 growth -84*.
For COc1ccccc1C(=O)N1C[C@@H]2[C@H](c3ccccc31)[C@H](CO)N2CC1CCOCC1 the results were KDM4C inh 0.1, C diff HTS 1, T cruzi growth 4 and Pf Dd2 growth 20.
For CO[C@H]1CN(C)C(=O)c2ccc(NC(=O)Nc3ccccc3Cl)cc2OC[C@@H](C)NC[C@H]1C the results were KDM4C inh 8.0, T cruzi growth -3 and Pf Dd2 growth -25.
`C[C@@H](NC(=O)C[C@H]1C=C[C@H](NC(=O)CN2CCOCC2)[C@H](CO)O1)c1ccccc1` gave KDM4C inh -1.2, T cruzi growth 26 and Pf Dd2 growth 9.
Screening CN(C)CC#Cc1ccc([C@H]2[C@@H](CO)N3CCCCN(S(=O)(=O)c4ccccc4)C[C@H]23)cc1 returned KDM4C inh 3.3, C diff HTS 8, T cruzi growth 20 and Pf Dd2 growth -15.
For C[C@H]1CCCCO[C@H](CN(C)C(=O)c2ccccc2)[C@@H](C)CN([C@@H](C)CO)C(=O)c2cc(NS(C)(=O)=O)ccc2O1 the results were KDM4C inh -0.9, C diff HTS 0, T cruzi growth 68 and Pf Dd2 growth 11.
Screening C[C@@H]1CN([C@@H](C)CO)C(=O)c2cccc(N(C)C)c2O[C@@H]1CN(C)CC1CC1 returned KDM4C inh 2.4, C diff HTS 2, T cruzi growth 11 and Pf Dd2 growth -2.
`CCCC(=O)N1CC2(CN(Cc3cccnc3)C2)c2c([nH]c3cc(OC)ccc23)[C@@H]1CO` gave KDM4C inh 1.3, C diff HTS 7 and Pf Dd2 growth -3.
C[C@H]1CN([C@@H](C)CO)C(=O)CCCn2nncc2CO[C@H]1CN(C)S(=O)(=O)c1cccs1 was read as T cruzi growth -45 and Pf Dd2 growth -3.
Screening COc1ccc(NC(=O)N(C)C[C@H]2Oc3c(cccc3N(C)C)C(=O)N([C@H](C)CO)C[C@@H]2C)cc1 returned KDM4C inh 0.9, C diff HTS 0, T cruzi growth 10 and Pf Dd2 growth 27.
CO[C@H]1CN(C)C(=O)c2ccc(NC(=O)CC(F)(F)F)cc2OC[C@H](C)NC[C@H]1C was read as KDM4C inh 0.1, C diff HTS -3 and Pf Dd2 growth 32.
Screening C[C@@H]1CN([C@@H](C)CO)S(=O)(=O)c2ccc(-c3cccc(C#N)c3)cc2O[C@@H]1CN(C)C(=O)C1CC1 returned KDM4C inh 2.3, C diff HTS 0, T cruzi growth 44 and Pf Dd2 growth -13.
C[C@@H]1CN([C@H](C)CO)C(=O)c2cccc(NC(=O)Nc3ccccc3)c2O[C@H]1CN(C)Cc1ccc(Cl)c(Cl)c1 was read as KDM4C inh -0.3, C diff HTS -8, T cruzi growth 72 and Pf Dd2 growth -6.
Screening OC[C@H]1[C@@H](c2ccc(Br)cc2)[C@H]2CNCCCCN21 returned KDM4C inh 10, C diff HTS -5, T cruzi growth -25 and Pf Dd2 growth 27.
Screening C[C@@H]1CN([C@H](C)CO)S(=O)(=O)c2ccc(C3=CCCCC3)cc2O[C@@H]1CN(C)C(=O)c1ccc(F)cc1 returned KDM4C inh 3.3, C diff HTS 0, T cruzi growth 113* and Pf Dd2 growth -36.
`C[C@H](CO)N1C[C@H](C)[C@@H](CN(C)C(=O)Nc2cccc(C(F)(F)F)c2)OCc2cnnn2CCCC1=O` gave KDM4C inh 0.9, C diff HTS 1, T cruzi growth 38 and Pf Dd2 growth -3.
Screening C[C@@H]1CN([C@@H](C)CO)C(=O)Cc2cc(NS(=O)(=O)c3ccc(F)cc3)ccc2O[C@H]1CN(C)CC1CC1 returned KDM4C inh 1.3, C diff HTS -1 and Pf Dd2 growth -17.
For CC=Cc1ccc2n(c1=O)C[C@@H]1[C@@H](CO)[C@H](C(=O)N(C)C)[C@H]2N1CC1CC1 (mixture of isomers) the results were KDM4C inh 2.8, C diff HTS 0, T cruzi growth -21 and Pf Dd2 growth -6.
`C[C@@H]1CN([C@H](C)CO)C(=O)c2cc(NC(=O)Nc3ccc(C(F)(F)F)cc3)ccc2O[C@@H]1CN(C)S(=O)(=O)c1ccccc1` gave KDM4C inh -0.6, C diff HTS 6, T cruzi growth 81 and Pf Dd2 growth 11.
C[C@@H]1CN([C@H](C)CO)C(=O)c2cc(NC(=O)Nc3ccccc3)ccc2O[C@@H]1CN(C)C(=O)NC1CCCCC1 was read as KDM4C inh 1.1, C diff HTS 5 and Pf Dd2 growth -22.
For CCS(=O)(=O)N1CC2(C1)[C@@H](c1ccccc1)[C@@H](CO)N2C(=O)C1CC1 the results were KDM4C inh 1.2, C diff HTS -1 and Pf Dd2 growth 35.
For COc1ccc(CN(C)C[C@@H]2OCCCC[C@@H](C)Oc3ccc(NS(=O)(=O)c4ccc(F)cc4)cc3C(=O)N([C@H](C)CO)C[C@H]2C)cc1 the results were KDM4C inh -0.8, C diff HTS 6, T cruzi growth 46 and Pf Dd2 growth -60.
For C[C@@H]1CN([C@@H](C)CO)C(=O)c2cccc(NC(=O)CCCCCC(=O)Nc3ccccc3N)c2O[C@@H]1CN(C)Cc1ccc(Oc2ccccc2)cc1 the results were KDM4C inh -0.8, C diff HTS -1 and Pf Dd2 growth -91*.
Cc1noc(C)c1NC(=O)Nc1ccc2c(c1)C(=O)N([C@H](C)CO)C[C@H](C)[C@H](CN(C)C(=O)NC1CCCCC1)O2 was read as KDM4C inh 0.4, C diff HTS -1, T cruzi growth 23 and Pf Dd2 growth 20.
Screening C[C@@H]1CN([C@H](C)CO)S(=O)(=O)c2ccc(Br)cc2O[C@@H]1CN(C)C(=O)CN1CCOCC1 returned KDM4C inh 0.1, C diff HTS 2 and Pf Dd2 growth 13.
For O=C(C[C@@H]1CC[C@@H](NC(=O)c2ccccc2)[C@H](CO)O1)NCCc1ccncc1 the results were KDM4C inh 2.1 and C diff HTS 3.
For COc1ccc2c3c([nH]c2c1)[C@@H](CO)N(C(=O)Nc1c(C)noc1C)CC31CN(CC2CC2)C1 the results were C diff HTS 17 and Pf Dd2 growth 5.
`CCCC(=O)Nc1ccc2c(c1)C(=O)N(C)C[C@@H](OC)[C@H](C)CN(C(=O)Cc1cccnc1)[C@H](C)CO2` gave KDM4C inh 0.1, T cruzi growth 21 and Pf Dd2 growth 24.
Screening Cc1noc(C)c1S(=O)(=O)Nc1ccc2c(c1)C(=O)N([C@H](C)CO)C[C@@H](C)[C@@H](CN(C)C(=O)C1CCCCC1)OCCCC[C@@H](C)O2 returned KDM4C inh -2.4, C diff HTS 2, T cruzi growth 49 and Pf Dd2 growth -48.
For O=C1CN(S(=O)(=O)c2cccc(F)c2)C[C@H]2[C@@H](c3ccc(C4=CCCC4)cc3)[C@@H](CO)N12 the results were KDM4C inh -0.2, C diff HTS -5 and Pf Dd2 growth -25.
Screening CC(=O)N(C)C[C@H]1Oc2cc(-c3ccc(C)cc3)ccc2S(=O)(=O)N([C@H](C)CO)C[C@@H]1C returned KDM4C inh -1.5, C diff HTS -11, T cruzi growth 2 and Pf Dd2 growth 15.
Cc1noc(C)c1S(=O)(=O)N(C)C[C@@H]1OCCCC[C@H](C)Oc2ccc(NC(=O)Nc3ccc4c(c3)OCO4)cc2C(=O)N([C@H](C)CO)C[C@H]1C was read as KDM4C inh -0.9, C diff HTS 1, T cruzi growth 87 and Pf Dd2 growth -62.
For CCCNC(=O)[C@H]1[C@H](CO)[C@H]2Cn3c(ccc(-c4cccc(OC)c4)c3=O)[C@@H]1N2CCC the results were KDM4C inh -0.6, C diff HTS 1, T cruzi growth 79 and Pf Dd2 growth 0.
Screening C[C@@H]1CCCCO[C@@H](CN(C)C)[C@H](C)CN([C@H](C)CO)C(=O)c2cc(NC(=O)Nc3ccc4c(c3)OCO4)ccc2O1 returned KDM4C inh 1.4, C diff HTS 4, T cruzi growth 26 and Pf Dd2 growth 19.

Fetched one by one from the list above:
C[C@@H]1CN([C@H](C)CO)C(=O)c2cc(NC(=O)Nc3ccccc3)ccc2O[C@@H]1CN(C)C(=O)NC1CCCCC1 was read as KDM4C inh 1.1, C diff HTS 5 and Pf Dd2 growth -22.
Cc1noc(C)c1NC(=O)Nc1ccc2c(c1)C(=O)N([C@H](C)CO)C[C@H](C)[C@H](CN(C)C(=O)NC1CCCCC1)O2 was read as KDM4C inh 0.4, C diff HTS -1, T cruzi growth 23 and Pf Dd2 growth 20.
For CCCNC(=O)[C@H]1[C@H](CO)[C@H]2Cn3c(ccc(-c4cccc(OC)c4)c3=O)[C@@H]1N2CCC the results were KDM4C inh -0.6, C diff HTS 1, T cruzi growth 79 and Pf Dd2 growth 0.
Screening C[C@@H]1CN([C@H](C)CO)S(=O)(=O)c2ccc(Br)cc2O[C@@H]1CN(C)C(=O)CN1CCOCC1 returned KDM4C inh 0.1, C diff HTS 2 and Pf Dd2 growth 13.

Next compounds follow.
`CCCc1cn(CC[C@@H]2CC[C@@H](NS(=O)(=O)c3ccc(-c4ccccc4)cc3)[C@@H](CO)O2)nn1` gave KDM4C inh -0.9, C diff HTS -7, T cruzi growth 66 and Pf Dd2 growth -91*.
C[C@H]1CN([C@@H](C)CO)C(=O)c2cc(NC(=O)Cn3cnnn3)ccc2O[C@H]1CN(C)Cc1ccc(C(=O)Nc2ccccc2N)cc1 was read as KDM4C inh -2.3, C diff HTS -6, T cruzi growth 84 and Pf Dd2 growth 26.
`O=C(c1ccccn1)N1CC2(C1)[C@H](c1ccccc1)[C@@H](CO)N2C(=O)CC1CC1` gave KDM4C inh -1.5, C diff HTS 2 and Pf Dd2 growth 24.
Screening C[C@@H]1CN([C@H](C)CO)S(=O)(=O)c2ccc(C#CC3CC3)cc2O[C@H]1CN(C)C(=O)Cc1ccncc1 returned KDM4C inh 0.8, C diff HTS -1, T cruzi growth 79 and Pf Dd2 growth -64.
For COc1ccc2c3c(n(C)c2c1)[C@@H](CO)N(S(C)(=O)=O)CC31CCN(CC2CC2)CC1 the results were KDM4C inh 0.1, C diff HTS 2 and Pf Dd2 growth -33.
`CO[C@H]1CN(C)C(=O)c2cc(NC(=O)NC3CCCCC3)ccc2OC[C@H](C)N(CCc2ccccc2)C[C@@H]1C` gave KDM4C inh 2.0, T cruzi growth 86 and Pf Dd2 growth -34.
For Cc1noc(C)c1S(=O)(=O)Nc1ccc2c(c1)CC(=O)N([C@H](C)CO)C[C@H](C)[C@@H](CN(C)Cc1ccc(C(=O)O)cc1)O2 the results were KDM4C inh -0.2, C diff HTS -3 and Pf Dd2 growth -15.
